# rat mGlu8 modulation: rat mGlu8 modulation via Gqi9 calcium signal, confirmation, counter-screen for GIRK activator project, cell-based, HEK293 rmGlu8, Gqi9 chimera | calls only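 (single compound addition from 20 µM solution with 0.2% DMSO)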 | AID 623869 | HEK293 rmGlu8/Gqi9 calcium flux, Fluo-4 fluorescence; glutamate at EC20 added after compound | 4% of 2,100 active;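 active = calcium fluorescence trace judged by eye to show a response, as agonist, enhancer of the glutamate response, or inhibitor; inactive = trace judged by eye to show no response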
#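 Material: rat mGlu8 HEK-293 cells with transient Gqi9; medium: HEPES-buffered HBSS, pH 7.4; reagent: EC20 glutamate; dosing: one dose, 20 µM addition solution, 0.2% DMSO; incubation: compound 4 min before glutamate, then 2 min recording; measured by: Fluo-4 calcium fluorescence, 1 Hz; evaluation: F/F0 fluorescence traces judged visually for each well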
# Calls only; i = inactive; + = active, no number.
SMILES,rat mGlu8 modulation
CCC1(c2ccc(Cl)cc2)NC(=S)N(c2ccccc2)N1 (stereo not drawn),i
Cc1ccc(/C=C/C(=O)c2ccccc(=O)c2O)cc1C,i
O=C(Nc1ccccc1-c1nnn(CC(=O)N2CCc3ccccc3C2)n1)C1CCC1,i
Cn1cccc1-c1nc2ccc(NC(=O)c3cccs3)cc2[nH]1,i
Cc1ccc(C2CC2c2n[nH]c(=S)n2-c2ccc(Cl)cc2)cc1 (stereo not drawn),i
CCOC(=O)c1sc2ncnc(NCc3ccco3)c2c1C,+
O=c1c2cccnc2[nH]c(=S)n1CCCN1CCN(c2ccc(F)cc2)CC1,i
COc1cccc(/C=N/n2c(-c3cccs3)n[nH]c2=S)c1,i
COc1ccc(S(=O)(=O)N(CC(=O)N2CCN(c3ccccc3)CC2)c2ccccc2)cc1,i
Cc1cc(NC(=O)COc2ccc(Cl)cc2Cl)n(-c2ccccc2)n1,i
COC(=O)c1ccc(NC(=O)C23CC4CC(C2)CC(n2cncn2)(C4)C3)cc1,i
COCCn1c(CN(Cc2ccccc2)Cc2ccccc2)nc2c1c(=O)n(C)c(=O)n2C,i
O=C(COc1ccc(Cl)cc1Cl)Nc1ccccn1,i
Cc1ccccc1C(=O)NNC(=S)NC(=O)COc1ccccc1,+
COc1ccc(C/C(C)=N/NC(=S)Nc2ccccc2)cc1,i
CN(C(=O)c1cccnc1)c1nnc(-c2cnccn2)s1,i
CCOC(=O)CSc1cc(CSc2ccccc2)nc(-c2ccccc2)n1,i
CC(C)c1ccc2occ(-c3nn[nH]n3)c(=O)c2c1,i
COc1cc(C)nc(N(Cc2ccccc2)S(=O)(=O)c2ccccc2)n1,i
CCOC(=O)c1cccc(NC(=O)CSc2nnc(C3CCCCC3)n2C)c1,i
CC(C)=CCC(C)(C)CNC(=O)NC1CCCCC1,i
O=C(CCc1ccccc1)NNC(=S)NC(=O)c1ccc(Cl)cc1,+
Cc1ccc(C)c(NC(=S)NNC(=O)c2csc3c2CCCC3)c1,i
CC(=O)Nc1cccc2c1C(=O)N(c1cccc(C)c1)C2=O,i
S=C(NCc1ccco1)Nc1ccc(Cl)c(Cl)c1,i

# (list continues)
SMILES,rat mGlu8 modulation
CCC(C)NC(=O)CN1C(=O)CC(C)(C)S(=O)(=O)c2ccccc21 (stereo not drawn),i
COC(=O)c1sccc1NC(=O)CSc1ccccc1NS(=O)(=O)c1cc(Cl)ccc1Cl,i
COc1cccc(NC(=O)Cn2nnc(C(=O)Nc3ccccc3)c2N)c1,i
COc1cc(/C=C(\C#N)C(=O)Nc2cccnc2)ccc1OC(C)C,+
S=c1nc(-c2ccc(Br)cc2)oc2c1CCCC2,i
COc1ccccc1C(=O)NNC(=S)NC(=O)c1sc2ccccc2c1Cl,+
CCOc1ccc(-c2nc(-c3ccc(OC)c(OC)c3)no2)cc1OCC,i
COC(=O)c1ccc(CSc2nnc(Nc3ccccc3OC)s2)o1,i
CCOc1ccc(NC(=O)CCC(=O)c2ccc(-c3ccccc3)cc2)cc1,i
Cc1cc(C)c2[nH]c(=S)cc(C)c2c1,i
COc1cccc(NC(=O)NC2(C(F)(F)F)Oc3ccccc3O2)c1,i
COC(=O)[C@H](CC(C)C)NC(=O)Nc1ccc2c(c1)OCCO2,i
Cc1cc2cc3c(cc2nc1SCC(=O)N1CCN(C(=O)c2ccco2)CC1)OCO3,i
CC(C)COn1c(=S)[nH]c2ccccc2c1=O,i
CCN(CC)c1ccc2cc(C=O)c(=O)oc2c1,i
CCCCn1c(-c2csc3c2CCCC3)n[nH]c1=S,i
CC1(C)Cc2c(ccc3ccccc23)-c2nnc(-c3cccnc3)n21,i
COc1ccc(NC(=O)Nc2ccccc2C(=O)N2CCCC2)cc1,i
O=C(Nc1ccc(Cl)cc1)NC1CCCCC1Cc1ccco1 (stereo not drawn),i
Cc1cccc(OCC(O)Cn2c(=N)n(CCN3CCCCC3)c3ccccc32)c1 (stereo not drawn),i
O=C(O)CCCCCNc1nc2ncn(Cc3ccccc3)c2c(=O)[nH]1,i
O=C1Nc2cc(S(=O)(=O)N3CCCC3)ccc2N2CCCC12 (stereo not drawn),i
CCCn1cc(NC(=O)c2cc(-c3ccccc3)on2)cn1,i
CN1CCN(C(=S)NC(=O)/C=C/c2cccc3ccccc23)CC1,i
C/C(CC(C)(C)C1CCCCC1)=N\NC(N)=S,i

# Later entries.
SMILES,rat mGlu8 modulation
COC(=O)c1[nH]c2ccc(C)cc2c1NC(=O)CCN1CCN(Cc2ccc3c(c2)OCO3)CC1,i
COC(=O)c1sc(NC(=S)NC(=O)c2cccc(C)c2)nc1C,i
O=C(O)C1C2C=CC3(CN(C4CCCC4)C(=O)C13)O2 (stereo not drawn),i
N#Cc1c(N)nc(SCc2ccccc2)c(C#N)c1-c1ccco1,i
Cc1ccc(C(=O)NC(=S)Nc2ccccc2C(F)(F)F)cc1,i
O=C(Nc1nnc(-c2cccs2)o1)c1cccc(F)c1,i
S=C(NCc1ccco1)N/N=C/c1ccc(Cl)cc1,i
O=C1NC(=S)S/C1=C\c1ccc(SCc2ccccc2)o1,i
CCOC(=O)C(C)Sc1nnc(-c2c[nH]c3ccccc23)n1C (stereo not drawn),i
Cn1c(SCC(=O)c2cc3ccccc3o2)nnc1-c1ccccc1,i
CN1C=CC2=C(C#N)C(N)C(C#N)(C#N)C(c3ccccc3)C2C1 (stereo not drawn),i
S=C(Nc1ccc(Cl)cc1)c1nc2ccccc2[nH]1,i
Cc1ccc(-c2c(C)sc(NC(=O)C3C4CCC(O4)C3C(=O)O)c2C(=O)OC(C)C)cc1 (stereo not drawn),i
O=C(NC(=S)N1CCCc2ccccc21)c1ccc([N+](=O)[O-])cc1,i
Cc1c(C#N)c2ccccc2n1CC(=O)O,i
Cn1c(CNc2nc3ccccc3n2CCN2CCCCC2)nc2ccccc21,i
CN1/C(=C\C=C2/C(=O)Oc3ccccc3C2=O)C(C)(C)c2ccccc21,i
CCOc1ccccc1N1CCN(S(=O)(=O)c2cccs2)CC1,i
C/C(CC(=O)NC(C)C)=N\NC(=O)COc1cc(C)c(Br)cc1Br,i
O=C(CN1C(=O)c2ccccc2C1=O)Nc1sc2c(c1C(=O)NCC1CCCO1)CCC2 (stereo not drawn),i
S=c1[nH]nc(COc2ccccc2)n1C1CCCCC1,i
CN(C)/C=C/C(=O)/C=C/c1cn(-c2ncc(C(F)(F)F)cc2Cl)c2ccccc12,i
C=CCNCc1cccn1-c1sc2c(c1C#N)CCCC2,i
Cc1ccc(/C=N/NC(=S)N2CCOCC2)cc1,i
CCOc1ccc(NC(=O)NC23CC4CC(CC(C4)C2)C3)cc1,i

# In another format: results already given.
SMILES | rat mGlu8 modulation
Cc1c(C#N)c2ccccc2n1CC(=O)O | i
S=C(Nc1ccc(Cl)cc1)c1nc2ccccc2[nH]1 | i
Cn1c(SCC(=O)c2cc3ccccc3o2)nnc1-c1ccccc1 | i

# (further entries)
SMILES,rat mGlu8 modulation
CCn1c(O)c(N=NC(=O)CNc2cccc(C)c2)c2ccccc21,i
O=C(CSCC(=O)N1CCCCC1)Nc1nc(-c2ccc(Cl)s2)cs1,i
Cc1cccc(/C=c2\s/c(=C\C(=O)C(C)(C)C)[nH]c2=O)c1,i
Cc1c(C(=O)O)sc2nc3n(c(=O)c12)CCC(C)CC3 (stereo not drawn),i
CCOC(=O)c1ccccc1NC(=O)CSc1nnc(Cc2cccn2C)n1-c1ccc(F)cc1,i
COc1ccc(-c2nnc(NC(=O)c3ccc(S(=O)(=O)N4CCc5ccccc5C4)cc3)o2)cc1,i
O=C(COc1ccccc1)NC(=S)Nc1cccc([N+](=O)[O-])c1,i
Cc1ccc(-c2nc3ccccc3o2)cc1NC(=S)NC(=O)c1cc2ccccc2o1,i
C/C(=N/NC(=O)c1ccncc1)c1cc2ccc(O)cc2oc1=O,i
O=C1OC2(CCCCC2)OC(=O)C1=CNc1nc2ccccc2s1,i
CC1CCc2nn(CC(=O)N3CCN(C(=O)c4ccco4)CC3)cc2C1 (stereo not drawn),i
Cn1c(=O)c2c(nc(-n3ccnc3)n2Cc2ccccc2)n(C)c1=O,i
CC(C)CCNC(=O)C(C)N(C(=O)Cn1nnc(-c2ccc(F)cc2)n1)C1CCCC1 (stereo not drawn),i
CN(C)CCNC(=O)c1ccc2c(c1)N(Cc1ccc(F)cc1)CCS2,i
O=C(CN1C(=O)/C(=C/c2ccccc2F)Oc2ccccc21)N1CCN(c2ccccn2)CC1,i
CCOc1ccc(-n2c(Cc3cc(=O)[nH]c(=O)[nH]3)nnc2SC(C)C(=O)OC)cc1 (stereo not drawn),i
CCOC(=O)/C(C#N)=C/C1=C(N2CCCC2)CC(C)(C)OC1,i
O=C(N/N=C/c1c(Cl)cccc1Cl)c1cccc(F)c1,i
COc1cc2c(C(=O)N3CCN(C4CCCCC4)CC3)cn(CC(C)C)c(=O)c2cc1OC,i
CCn1nc(C(=O)OCC(=O)N2CCc3ccccc32)c2ccccc2c1=O,i
Clc1ccc(CSc2ncn(-c3ccccc3)n2)cc1,i
COc1ccc2cc(C(=O)NCC(=O)O)sc(=O)c2c1OC,i
CCOC(=O)c1c(C)[nH]c2c1cc(O)c1ccccc12,i
CCn1c(SCc2nc(-c3ccccc3)no2)nc2ccccc21,i
C/C(=N\NC(=O)c1cccc(F)c1)c1ccc(Br)s1,+

# (more compounds)
SMILES,rat mGlu8 modulation
O=C(NC(=S)NCc1ccc(-c2nc3ccccc3s2)cc1)c1ccco1,i
CC1(C)Cc2c(sc3[nH]c(=S)n(Cc4ccccc4)c(=O)c23)CO1,i
NC(=O)SCC(=O)Nc1cccc(Cl)c1,i
O=C(NNC(=O)c1cccnc1SCc1cccc([N+](=O)[O-])c1)c1ccccn1,i
COc1ccccc1NC(=O)COc1ccc(Br)cc1CO,i
O=c1c2cc(Br)ccc2nc(-c2cccc(C(F)(F)F)c2)n1O,+
N[C@@H](Cc1ccccc1)c1nnc(SCc2ccccc2F)o1,i
O=C(NCc1ccccc1)c1ccc2c(=O)n(CCCN3CCCC3=O)c(=S)[nH]c2c1,+
O=C(c1cnn2c(C(F)(F)F)cc(-c3cccs3)nc12)N1CCN(Cc2ccccc2)CC1,i
COc1ccc2cc(C(=O)Nc3ccccc3)sc(=O)c2c1OC,i
CCc1nnc(NS(=O)(=O)c2ccc(NC(=S)NC(=O)c3ccccc3)cc2)s1,i
S=c1[nH]ccn1-c1cccc(Cl)c1,i
CCOc1cc(/C=N/NC(=O)CNc2cccc(C)c2)ccc1OC(=O)c1ccccc1,i
CC(=O)c1c(N2CCCC2)[nH]c(-c2ccccc2)nc1=S,+
O=C(NC(=S)NC1CCCCCC1)c1cncc(Br)c1,i
O=c1c(-c2ccccc2)nc(-c2ccccc2)cn1O,i
CCC(=O)Nc1nc2ccc3nc(C)sc3c2s1,i
COc1ccc(-n2c(=O)[nH]cc(C(=O)Nc3ccc(NC(C)=O)cc3)c2=O)cc1,i
S=c1[nH]nc(-c2cc3ccccc3o2)n1Cc1ccccc1,i
Cc1ccc(-c2n[nH]c(=S)n2/N=C/c2ccc(C)s2)cc1,i
COC(=O)c1ccc(C(=O)NC(=S)Nc2nc3c(s2)CCCC3)cc1,i
COC(=O)c1ccccc1NC(=S)NC(NC(=O)c1ccccc1[N+](=O)[O-])C(Cl)(Cl)Cl (stereo not drawn),i
S=c1nn[nH]n1C12CC3CC(CC(C3)C1)C2,i
CNC(=S)N/N=C1\C(=O)c2cccc3cccc1c23,i
CCN1CCCC1CNC(=O)C1CCN(Cc2nc(-c3cccc(Br)c3)oc2C)CC1 (stereo not drawn),i

# Additional compounds
SMILES,rat mGlu8 modulation
Cc1ccc([N+](=O)[O-])cc1NC(=S)NC(=O)c1ccco1,i
CCOC(=O)c1ccccc1Nc1cn(C(C)=O)c2ccccc12,i
CCCCn1c(=S)[nH]c2c(oc3ccc(Cl)cc32)c1=O,i
COc1ccc(OC)c(C2C(C(=O)c3cc4ccccc4o3)=C(O)C(=O)N2c2cc(C)on2)c1 (stereo not drawn),i
CCN(C(=O)COc1cc(=O)n(CC)c2ccccc12)c1cc(Cl)ccc1OC,i
Cc1ccc2cccc(S(=O)(=O)N3CCN(c4ccccc4F)CC3)c2n1,i
O=C(Nc1nnc(-c2ccc(Cl)cc2)o1)c1ccccc1Br,i
O=C(C1CCCN1S(=O)(=O)c1cccc2cccnc12)N1CCn2c1nc1ccccc12 (stereo not drawn),i
Cc1ccc(C)c(NC(=S)NNC(=O)c2csc(C(C)C)c2)c1,i
NC(=O)COc1ccc(C2c3c(oc4ccccc4c3=O)C(=O)N2CC2CCCO2)cc1 (stereo not drawn),i
Cc1ccc(C)c(NC(=S)N=Nc2c(O)n(C)c3ccc(S(=O)(=O)N4CCOCC4)cc23)c1,i
CCOC(=O)c1c(NS(=O)(=O)c2ccc(Br)cc2)sc2c1CCC2,i
O=C(NC(=S)Nc1ccc(N2CCOCC2)cc1)c1cccc(Cl)c1,i
C=CCn1c(=S)[nH]c2nc3c(cc2c1=O)CCCC3,i

# 6 compounds drawn at random from those above:
SMILES,rat mGlu8 modulation
CCN(C(=O)COc1cc(=O)n(CC)c2ccccc12)c1cc(Cl)ccc1OC,i
Cc1ccc(C)c(NC(=S)N=Nc2c(O)n(C)c3ccc(S(=O)(=O)N4CCOCC4)cc23)c1,i
Cc1ccc2cccc(S(=O)(=O)N3CCN(c4ccccc4F)CC3)c2n1,i
O=C(NC(=S)Nc1ccc(N2CCOCC2)cc1)c1cccc(Cl)c1,i
CCOC(=O)c1ccccc1Nc1cn(C(C)=O)c2ccccc12,i
O=C(C1CCCN1S(=O)(=O)c1cccc2cccnc12)N1CCn2c1nc1ccccc12 (stereo not drawn),i

# In the list so far, these have a nitro group on carbon:
SMILES,rat mGlu8 modulation
O=C(NC(=S)N1CCCc2ccccc21)c1ccc([N+](=O)[O-])cc1,i
O=C(COc1ccccc1)NC(=S)Nc1cccc([N+](=O)[O-])c1,i
O=C(NNC(=O)c1cccnc1SCc1cccc([N+](=O)[O-])c1)c1ccccn1,i
COC(=O)c1ccccc1NC(=S)NC(NC(=O)c1ccccc1[N+](=O)[O-])C(Cl)(Cl)Cl (stereo not drawn),i
Cc1ccc([N+](=O)[O-])cc1NC(=S)NC(=O)c1ccco1,i

# The list is partial (hit frequency here may not be typical).
